HP1b chromo inh: blocks HP1-beta chromodomain binding to methylated histone tails; P83916; AID 540317; AlphaScreen HP1-beta / biotin-H3K9me3 peptide binding; Potency, µM (doses to about 114 µM), for inactives: at the highest dose activity change, negative = inhibition, actives largely listed as inhibitors; hit rate 0.56% among 390,000; note: potency is the fitted concentration of half-maximal effect; nearly all actives have a fitted effect of over 70% in size; inactives centre near 23
Target sequence (P83916 whole entry, looked up): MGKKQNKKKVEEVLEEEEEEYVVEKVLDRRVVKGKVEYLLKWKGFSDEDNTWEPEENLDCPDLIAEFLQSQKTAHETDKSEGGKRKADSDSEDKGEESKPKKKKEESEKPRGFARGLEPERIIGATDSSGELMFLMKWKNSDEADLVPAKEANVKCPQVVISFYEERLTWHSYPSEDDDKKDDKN
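AlphaScreen: HP1-beta (50 nM) preformed 30 min with biotin-H3(1-18)K9me3 peptide (50 nM) in PBS pH 7.4, 0.01% Tween-20. Compound added for 30 min at RT, then streptavidin donor/nickel chelate acceptor beads (10 ug/mL) for 30 min.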
PI4K2A block: PI4K2A (human) kinase inhibition. activity change, negative = inhibition, % at 76.9 µM. hit rate 0.13% among 420,000. AID 1346378. purified PI4K2A, ADP-Glo luminescence, 1 h; hits give low values; in the data active = activity change below about -50%; inconclusive = mostly about -30% to -49%;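 note: -100% = wells without enzyme as full effect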
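ADP-Glo luminescence measured ADP generated by PI4K2A enzyme (4 ug/mL before mixing) with 1.2 mM PI substrate (pre-mix) and 300 microM ATP (pre-mix). Tris pH7.5 buffer with MgCl2, Triton X-100; 1 h reaction at ambient temperature.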
TrxR1 inh: inhibitors of rat thioredoxin reductase 1; O89049; hit rate 1% among 390,000; Potency, µM (highest dose often 114 µM), without a hit: top-dose activity change, negative = inhibition, most hits filed as inhibitors; AID 588453; recombinant rTrxR1, NADPH fluorescence consumption, selenite substrate; note: potency is the fitted concentration of half-maximal effect; % is set by controls: 0 for no effect and ±100 for the full control effect; nearly all actives have a fitted effect of over 65% in size
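Rat TrxR1 (90 nM in the dispensed reagent) was pre-reduced with 400 uM NADPH for 5 min at room temperature, then incubated with compound for 15 min. After 400 uM selenite was added, NADPH fluorescence (Ex 340/Em 450 nm) was followed for 8 min.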
PGK inhibitor: blocks T. brucei phosphoglycerate kinase; PGK/GAPDH coupled, Kinase-Glo luminescence, 60 min; AID 602233; Potency, µM (titrated, usually from 57.5 µM), without a hit: top-dose activity change, negative = inhibition, most hits filed as inhibitors; hit rate 0.043% among 380,000; P07378; note: potency is the fitted concentration of half-maximal effect; % is set by controls: 0 for no effect and ±100 for the full control effect; nearly all actives have a fitted effect of over 60% in size
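Recombinant glycosomal PGK reaction used 1,3-bisphosphoglycerate generated in-well by GAPDH (100nM final) in 100mM TEA pH 7.6, 5mM MgCl2, 0.01% Tween-20. After 60 minutes at room temperature, ATP was read by Kinase-Glo Plus luminescence end-point.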
TrxR1 substrate: substrates of rat thioredoxin reductase 1 | O89049 | purified TrxR1 substrate turnover, NADPH consumption readout | Potency, µM (top dose mostly 114 µM), for the others: top-dose activity change, negative = substrate turnover | hit rate 0.01% among 390,000; note: potency is the fitted concentration of half-maximal effect; % is set by controls: 0 for no effect and ±100 for the full control effect; nearly all actives have a fitted effect of over 50% in size
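Rat TrxR1, dispensed at 90 nM, was prereduced with 400 uM NADPH (final) for 5 min at ~22 deg C, then incubated with compound 15 min before 400 uM selenite. A first-read NADPH fluorescence drop versus no-compound background flagged substrates.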
GLS inh: inhibitors of human glutaminase (GLS) | Potency, µM (doses to about 45.5 µM), inactives show at the highest dose activity change, negative = inhibition, actives largely listed as inhibitors | O94925 | hit rate 0.21% among 410,000 | GLS enzymatic activity, qHTS titration | AID 624170; note: potency is the fitted concentration of half-maximal effect; % is set by controls: 0 for no effect and ±100 for the full control effect
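Two-point fluorescence kinetic (t0, 30 min RT) for hKGA; glutamate detected via glutamate oxidase–HRP–Amplex Red. Substrate: 1 mM L-glutamine solution; buffer 45 mM KH2PO4, pH 8.2.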
Pin1 inhibitor: human Pin1 inhibition; AID 504891; Pin1 FP peptide displacement, HiFluor488, 10 min; Potency, µM (doses to about 115 µM), for inactives: at the highest dose activity, negative = inhibition, hits mostly inhibitors; hit rate 0.009% among 390,000; active = well fitted inhibition curve with a large enough effect in the polarisation, with a control signal flat, not every such curve was filed as active; inconclusive = small, poorly fitted or top-dose-only effect, or effect the other way, or a change in a side signal; inactive = no such curve, though single readings can be large or run the other way; the % refers to the polarisation; note: potency is the fitted concentration of half-maximal effect; % is set by controls: 0 for no effect and ±100 for the full control effect
Target sequence (Q13526 whole entry, looked up): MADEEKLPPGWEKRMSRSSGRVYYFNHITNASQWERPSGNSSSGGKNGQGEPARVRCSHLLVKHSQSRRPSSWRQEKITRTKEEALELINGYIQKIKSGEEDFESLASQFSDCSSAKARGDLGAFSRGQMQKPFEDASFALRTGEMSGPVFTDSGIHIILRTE
USP1 inh: USP1/UAF1 (human) deubiquitinase inhibition. O94782. recombinant USP1/UAF1, Ub-Rhodamine cleavage fluorescence. Potency, µM (doses to about 57.1 µM), inactives show at the top dose activity change, negative = inhibition, actives largely listed as inhibitors. hit rate 0.23% among 390,000. AID 743255; note: potency is the fitted concentration of half-maximal effect; % is set by controls: 0 for no effect and ±100 for the full control effect; nearly all actives have a fitted effect of over 60% in size; inactives centre near -12
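High-throughput fluorogenic screen: 1nM USP1/UAF1 complex, Ub-Rho substrate 150nM final, 50mM HEPES pH 7.8 with 0.5mM EDTA, 0.1 mg/ml BSA, 1mM TCEP and 0.01% Tween-20.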
IDH1 R132H inh: blocks human mutant IDH1 R132H enzyme. IDH1-R132H enzyme, NADPH consumption, diaphorase/resazurin fluorescence. O75874. Potency, µM (doses to about 76.6 µM), for the others: top-dose activity change, negative = inhibition, hits mostly inhibitors. hit rate 0.093% among 390,000; note: potency is the fitted concentration of half-maximal effect; % is set by controls: 0 for no effect and ±100 for the full control effect; nearly all actives have a fitted effect of over 65% in size
Target sequence (O75874 whole entry R132H, stated change not applied): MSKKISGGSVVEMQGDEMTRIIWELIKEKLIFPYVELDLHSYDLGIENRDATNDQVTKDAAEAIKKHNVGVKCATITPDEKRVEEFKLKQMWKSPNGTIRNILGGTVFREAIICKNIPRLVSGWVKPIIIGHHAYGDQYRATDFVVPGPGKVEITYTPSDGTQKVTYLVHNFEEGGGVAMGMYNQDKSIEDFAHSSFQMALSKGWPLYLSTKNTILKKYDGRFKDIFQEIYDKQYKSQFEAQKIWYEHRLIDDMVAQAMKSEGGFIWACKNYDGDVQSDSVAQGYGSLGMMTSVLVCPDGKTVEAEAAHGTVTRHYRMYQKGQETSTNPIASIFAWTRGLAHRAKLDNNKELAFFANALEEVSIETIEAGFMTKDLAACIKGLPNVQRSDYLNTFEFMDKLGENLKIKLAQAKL
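IDH1-R132H (0.5 ug/mL dispensed) in pH 7.5 Tris buffer was preincubated 30 min with compound, then given a substrate mix of 0.016 mM NADPH and 2 mM alpha-KG for 80 min at room temperature; remaining NADPH was read by diaphorase/resazurin fluorescence.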
* hit, by the source's call; i = inactive; ? = inconclusive; nt = no result given; & = joins results of further samples; [ ] = remark or other dose. Unless noted, calls come from the whole dose curve; as a rule, active = well fitted curve in the direction sought with a large enough effect; inconclusive = small, poorly fitted or top-dose-only effect, or another doubt; inactive = no such curve, though single readings can be large; an effect the other way counts as inactive or inconclusive. Some of the compounds tested, so the mix of outcomes need not match the whole.

A first look, 2 compounds:
HP1b chromo inh	PI4K2A block	TrxR1 inh	PGK inhibitor	TrxR1 substrate	GLS inh	Pin1 inhibitor	USP1 inh	IDH1 R132H inh	SMILES
19%	-2	6%	0%	8%[57.1 µM]	11%	0%	-8%	0%	Cc1cc(C)n(-c2nc3ccccc3c(=O)n2OCc2ccc(F)cc2)n1
40%[activator]	-2	-17%	-8%	-7%	4%	1%	-23%	2%	O=C(O)c1cccc(S(=O)(=O)Nc2ccc3c(c2)OCO3)c1

All compounds of this part, previewed entries included:
HP1b chromo inh	PI4K2A block	TrxR1 inh	PGK inhibitor	TrxR1 substrate	GLS inh	Pin1 inhibitor	USP1 inh	IDH1 R132H inh	SMILES
19%	-2	6%	0%	8%[57.1 µM]	11%	0%	-8%	0%	Cc1cc(C)n(-c2nc3ccccc3c(=O)n2OCc2ccc(F)cc2)n1
40%[activator]	-2	-17%	-8%	-7%	4%	1%	-23%	2%	O=C(O)c1cccc(S(=O)(=O)Nc2ccc3c(c2)OCO3)c1
28%	2	17%	7%	7%	6%	-2%	-16%	-1%	CCC(=O)Nc1nnc(SCC(=O)Nc2cccc(Cl)c2)s1
23%	-3	-9%	-7%	-19%	15%	1%	-7%	-5%	O=C(O)c1ccc(/C=N/Nc2ncc(Cl)cc2Cl)cc1
27%	2	-10%	-2%	0%	-1%	-3%	-16%	6%	Cc1nc(NCc2ccco2)c2oc3ccccc3c2n1
-6%	0	-1%	-9%	8%	-3%	?	-25%	10%	CCN1CCN(c2nc3ccccc3nc2C(C#N)C(=O)OCc2ccccc2)CC1 (centres undefined)
14%	-1	13%	0%	-6%	4%	61%[activator]	?	-3%	NC(=O)[C@H]1CC2(CC(c3cccc(NC(=O)COc4ccc(Cl)cc4)c3)=NO2)CN1C(=O)Cc1ccc([N+](=O)[O-])cc1 (some centres undefined)
-13%	0	27%[57.1 µM]	-4%	5%[57.1 µM]	?	-3%	-10%	5%	O=C(Nc1ccc(Nc2ccccc2)cc1)c1ccc(Cl)cc1Cl
16%	-7	76%[activator]	-5%	178%[activator]	2%	-2%	3%	3%	COc1ccc(CCNc2oc(/C=C/c3cc(OC)c(OC)c(OC)c3)nc2C#N)cc1OC
17%	-5	?	9%	-6%	43%[activator]	1%	-16%	4%	COc1ccc(OC)c(NC(=S)NCc2ccco2)c1
32%	-1	20%	-7%	0%	14%	-4%	-31%	1%	Cc1ccc(NC(=O)C2CCCN(S(=O)(=O)c3ccc4c(c3)CCCC(=O)N4)C2)cc1N(C)C (centres undefined)
40%	3	17%[57.1 µM]	-4%	-5%	-17%	-2%	1%	8%	O=C(NC1CCN(Cc2ccccc2)CC1)C1CCN(S(=O)(=O)c2cccc([N+](=O)[O-])c2)CC1
41%[activator]	-1	22%	-2%	7%	-3%	-6%	-7%	-3%	Cc1ccccc1CC(=O)N1CCOCC1
31%	-1	10%	2%	0%	5%	26%	-26%	-3%	Cc1ccc(C(=O)Nc2ccccc2C(=O)O)cc1NC(=O)COc1c(C)cccc1C
21%	-3	1%[57.1 µM]	-4%	-9%[57.1 µM]	7%	-2%	-12%	0%	N#Cc1cnn2ccc(-c3cc(N4CCOCC4)ccc3[N+](=O)[O-])nc12
-32%	-3	-9%	-15%	-7%[57.1 µM]	-12%	-5%	?	-5%	N#Cc1c(-c2ccccc2)nc(SCc2ccc([N+](=O)[O-])cc2)[nH]c1=O
23%	1	-14%	i	-7%	-1%	3%	-9%	5%	COc1ccc(S(=O)(=O)N2CCOCC2)cc1NC(=O)CN1C(=O)NC2(CCCCC2C)C1=O (centres undefined)
13%	5	-11%	-1%	-11%	2%	3%	-7%	4%	CCCCCN(C(=O)CCC(=O)OCC(=O)NCc1ccc(OC)cc1)c1c(N)n(CCCC)c(=O)[nH]c1=O
?	5	-11%	4%	-15%	4%	52%[activator]	-26%	-1%	Cc1ccc(S(=O)(=O)NCc2ccc(C(=O)N3CCc4ccccc4C3)cc2)cc1
30%	4	14%[57.1 µM]	i	10%[57.1 µM]	2%	-6%	-28%	3%	Cc1cc(C)n2nc(C(=O)OCC(=O)Nc3ccc4c(c3)OC(F)(F)O4)nc2n1
19%	0	-16%[57.1 µM]	-2%	-7%[57.1 µM]	-23%	1%	-4%	-11%	O=C(O)c1cccc(CSc2nc(-c3ccccc3)cc(C(F)(F)F)n2)c1
3%	2	-1%[57.1 µM]	-3%	2%	4%	34%[activator]	-21%	-4%	C=CCN(c1ccccc1)S(=O)(=O)c1ccc(Cl)c(C(=O)OCC(=O)c2[nH]c(C)c(C(C)=O)c2C)c1
53%[activator]	0	-2%	-10%	-4%	-8%	7%	-16%	1%	CC(c1ccccc1)n1cc(C(=O)NCCCn2ccnc2)nn1 (centres undefined)
36%	1	19%	-5%	4%	6%	-1%	-21%	-7%	CCn1cc(C(=O)O)c(=O)c2cc(F)c(N3CCN(C(=S)NC(=O)c4ccc(OC)cc4)CC3)cc21
3%&40%	-1&-1	4%[57.1 µM]	-1%	10%[57.1 µM]	0%&2%	-7%&-2%	-19%&-27%	1%&12%	O=C(Nc1cccnc1)c1cc(-c2cccc(Cl)c2)on1
28%	-3	12%	-12%	3%	12%	0%	-8%	13%	CCCN(Cc1cccs1)C(=O)Nc1ccc(OCC)cc1
14%	2	?	-2%	6%	24%	-12%	0%	15%	CCOC(=O)C1=C(C)OC(N)=C(C#N)C1c1ccoc1 (centres undefined)
32%	0	2%	-6%	-9%	16%	1%	1%	6%	COc1cccc(NC(=O)CN(C)C(=O)CSc2ccc3c(c2)OCCO3)c1
34%	0	15%[57.1 µM]	-4%	3%[57.1 µM]	-1%	3%	?	-2%	O=C(NCc1ccc(C(F)(F)F)cc1)C1CC(c2cccc(F)c2)=NO1 (centres undefined)
20%	-14	0%	0%	2%	9%	-2%	-10%	1%	O=C(Nc1ccc(Br)cc1F)c1ccncc1

Entries of single compounds from above. Order of screens: HP1b chromo inh | PI4K2A block | TrxR1 inh | PGK inhibitor | TrxR1 substrate | GLS inh | Pin1 inhibitor | USP1 inh | IDH1 R132H inh
`NC(=O)[C@H]1CC2(CC(c3cccc(NC(=O)COc4ccc(Cl)cc4)c3)=NO2)CN1C(=O)Cc1ccc([N+](=O)[O-])cc1` (some centres undefined) is listed as 14% | -1 | 13% | 0% | -6% | 4% | 61%[activator] | ? | -3%
`COc1ccc(OC)c(NC(=S)NCc2ccco2)c1` is listed as 17% | -5 | ? | 9% | -6% | 43%[activator] | 1% | -16% | 4%

(list continues)
HP1b chromo inh	PI4K2A block	TrxR1 inh	PGK inhibitor	TrxR1 substrate	GLS inh	Pin1 inhibitor	USP1 inh	IDH1 R132H inh	SMILES
49%[activator]	6	3%[57.1 µM]	i	5%[57.1 µM]	2%	-1%	-21%	0%	Cc1ccc(CNS(=O)(=O)c2ccc(CN3C(=O)c4cccnc4C3=O)s2)o1
17%	0	-14%	-6%	10%	2%	2%	-23%	30%	CCCN(CCC)CCCNC(=O)c1cc2c(=O)oc3ccc(C)cc3c2s1
12%	1	3%	2%	1%	0%	7%	3%	1%	CCOc1c(CNCCN2CCOCC2)cccc1OC
23%	2	14%	1%	-1%	4%	-2%	16%	0%	Cc1ccc(CNC(=O)[C@H](C)NC(=O)C2CCN(C(=O)[C@@H](N)CC(C)C)CC2)cc1
-14%	2	21%[57.1 µM]	2%	8%[57.1 µM]	10%	47%[activator]	?	-5%	OCCCn1c(CCCNc2nc(-c3cccc(Br)c3)cs2)nc2cc(Cl)c(N3CCCCC3)cc21
nt	-1	nt	-4%	nt	0%	nt	5%	8%	N#CCCN(Cc1cccnc1)CN1C(=O)c2ccccc2C1=O
